# GPR151 activ: activates the human receptor GPR151; PathHunter beta-arrestin GPR151 cells, luminescence; 650,000 compounds, 1% hits; activation, % at 11.2 µM; Q8TDV0; in the data active means activation above about 4.9%;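 further: 0% = median of compound wells and 100% = cells with positive control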
# Target sequence (Q8TDV0 whole entry, looked up): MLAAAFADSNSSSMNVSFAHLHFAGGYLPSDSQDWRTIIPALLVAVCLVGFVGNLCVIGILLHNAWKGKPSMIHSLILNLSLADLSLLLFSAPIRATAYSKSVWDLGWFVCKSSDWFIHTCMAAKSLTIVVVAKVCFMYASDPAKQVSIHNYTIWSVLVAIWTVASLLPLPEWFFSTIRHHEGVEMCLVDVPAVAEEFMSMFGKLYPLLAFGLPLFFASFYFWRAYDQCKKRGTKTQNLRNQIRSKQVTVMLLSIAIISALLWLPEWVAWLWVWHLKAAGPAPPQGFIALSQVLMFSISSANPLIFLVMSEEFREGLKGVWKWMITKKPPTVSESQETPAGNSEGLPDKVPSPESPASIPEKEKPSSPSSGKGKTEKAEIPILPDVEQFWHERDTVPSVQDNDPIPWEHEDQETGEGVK
# TEAD-YAP inh: TEAD-YAP interaction inhibition; inhibition, % at 9.12 µM; 640,000 compounds, 1.4% hits; HEK-TIYL cells, TEAD-Gal4/YAP UAS-luciferase luminescence; AID 1259422; in the data active means inhibition above about 32%;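 further: 0% = median of test compound wells and 100% = reference inhibitor wells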
# FBW7 activator: activators of human E3 ligase FBW7. AlphaScreen FBW7–phospho-cyclin E peptide binding, activator screen. 650,000 compounds, 0.13% hits. Q969H0. AID 1259310. normalized activity (activation), % at 26.1 µM; in the data active means normalized activity above about 1.9%;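 further: purified mutant Fbw7 with reduced substrate affinity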
# MITF primary: blocks human microphthalmia-associated transcription factor | inhibition, % at 2.6 µM | AlphaScreen MITF homodimerization, bead proximity signal | AID 1259374 | 650,000 compounds, 0.91% hits | O75030; in the data active means inhibition above about 50%;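 further: 0% = vehicle wells with protein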
# Target sequence (O75030 whole entry, looked up): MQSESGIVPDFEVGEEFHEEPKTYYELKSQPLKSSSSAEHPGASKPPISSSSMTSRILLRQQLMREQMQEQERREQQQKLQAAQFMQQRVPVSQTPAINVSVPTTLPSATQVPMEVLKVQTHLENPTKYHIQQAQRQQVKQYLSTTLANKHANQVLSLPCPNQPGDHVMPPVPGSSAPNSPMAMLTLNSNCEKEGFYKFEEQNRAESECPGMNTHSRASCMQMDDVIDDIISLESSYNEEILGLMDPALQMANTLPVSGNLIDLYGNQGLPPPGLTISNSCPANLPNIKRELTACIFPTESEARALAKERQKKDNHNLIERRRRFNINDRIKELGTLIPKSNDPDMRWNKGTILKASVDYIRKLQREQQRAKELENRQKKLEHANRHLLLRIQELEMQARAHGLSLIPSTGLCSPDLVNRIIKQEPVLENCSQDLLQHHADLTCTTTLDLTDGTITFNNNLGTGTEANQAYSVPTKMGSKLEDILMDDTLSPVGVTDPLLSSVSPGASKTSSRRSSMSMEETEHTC
# * hit, by the source's call.
# Order of values – TEAD-YAP inh	MITF primary	GPR151 activ	FBW7 activator
COc1cccc(C(=O)NNC(=O)c2cc(OC)c(OC)c(OC)c2)c1
 : -7	20	-1.6	1.1
COc1ccccc1CNCCN1CCOCC1
 : 3	0	0.5	-0.1
COc1cc(/C=N/Nc2ccccc2)cc(OC)c1OC
 : -3	-5	3.5	-0.1
Cc1ccc(C)c(NC(=O)C2(C)Cc3ccccc3C(=O)O2)c1 (stereo unspecified)
 : -3	8	0.1	0.9
O=C(Nc1ccc(Cl)cc1)Nc1ccccc1Br
 : -58	-13	-0.4	-0.1
O=C1CCCC(O)=C1C=NCCc1ccccc1
 : 1	4	0.1	-0.1
Cn1c(=O)c2c(nc(SCc3ccc(F)cc3)n2Cc2ccc(F)cc2)n(C)c1=O
 : 5	2	0.6	-0.1
Cc1cc2nc3s/c(=C/c4ccc(OCc5ccc(Cl)cc5Cl)cc4)c(=O)n3c2cc1C
 : 0	3	-0.9	-0.1
O=C(O)c1cccc(NC(=O)c2cccc(F)c2)c1
 : -2	18	-6.4	0.1
CCC(CC)C(=O)N1CCCC(COc2ccc(CN3CCOCC3)cc2)C1 (stereo unspecified)
 : -1	7	-1.9	0.2
O=c1c2cc(NC(=S)NCc3cccnc3)ccc2nc2n1CCCCC2
 : -26	-3	1.7	-0.2
CC(=O)N(CCN(C)C)C1CCN(c2nc(C)cc(C)n2)CC1
 : 6	3	-0.4	0.0
CCC(C)NC(=O)C1c2ccccc2C(=O)N1Cc1cccs1 (stereo unspecified)
 : -8	0	1.3	-0.2
CC(NC(=O)c1ncoc1-c1ccccc1Cl)c1ccncc1 (stereo unspecified)
 : -12	-9	0.3	-0.3
CN(C)CCN1C(=O)c2oc3ccc(F)cc3c(=O)c2C1c1cccs1 (stereo unspecified)
 : -80	-12	1.3	-0.3
COc1ccc(-n2nc(C(=O)NCC(=O)NC3CCCCC3)c3ccccc3c2=O)cc1Cl
 : 0	11	-0.8	0.1
CCc1ccccc1NC(=O)CSc1nnnn1-c1ccc(C(=O)OC)cc1
 : 9	9	-0.8	0.5
Cc1c(C(=O)Nc2ccc(F)cc2)sc2ncn(CC(=O)N3CCOCC3)c(=O)c12
 : -1	-8	0.5	-0.1
Cn1c(/C(C#N)=C(\O)c2cccc(Br)c2)nc2ccccc21
 : -18	5	0.8	-0.1
COc1cccc(/C=N/Nc2nc(-c3cc4cc(OC)ccc4oc3=O)cs2)c1
 : -1	-1	0.1	0.0

# Rewritten with bars between the fields: entries from further up
SMILES | TEAD-YAP inh | MITF primary | GPR151 activ | FBW7 activator
Cc1c(C(=O)Nc2ccc(F)cc2)sc2ncn(CC(=O)N3CCOCC3)c(=O)c12 | -1 | -8 | 0.5 | -0.1
Cn1c(/C(C#N)=C(\O)c2cccc(Br)c2)nc2ccccc21 | -18 | 5 | 0.8 | -0.1

# The listing continues:
# Order of values – TEAD-YAP inh	MITF primary	GPR151 activ	FBW7 activator
CCOC(=O)C(C(=O)Nc1nccs1)C1CCCCC1 (stereo unspecified)
 : 13	19	0.0	0.2
Nc1nc2nonc2nc1N1CCCCC1
 : -5	-7	0.9	-0.1
CCCCOC(=O)C1=C(C)NC2=C(C(=O)CCC2)C1c1cc(Cl)c(O)c(OC)c1 (stereo unspecified)
 : 10	-2	0.0	-0.1
Cc1cc(C(=O)NCC2Cc3cc(Cl)cc(-c4cnccn4)c3O2)c(C)o1 (stereo unspecified)
 : -7	1	0.2	0.1
O=C(NCc1nc(-c2ccccc2)no1)C12CC3CC(CC(C3)C1)C2
 : -10	0	-0.3	0.5
CCOC(=O)c1c(CN(CC)CC)oc2cc(Br)c(O)cc12
 : -7	0	0.2	0.5
Cc1cccc(N=C2NC(=O)CS2)c1
 : -1	11	-1.6	0.1
Cc1cnc2c(c1SCC(=O)N(C(C)C)C(C)C)c(=O)n(C)c(=O)n2C
 : 3	-4	1.8	-0.1
COc1ccc(NC(=O)CSc2nc3[nH]ncc3c(=O)[nH]2)cc1
 : 4	5	3.1	0.0
CC(=O)c1cccc(-c2nc(C)cc(NCc3ccccc3)n2)c1
 : -68	14	0.5	1.0
COc1cccc(OC)c1C(=O)Nc1c2c(nn1-c1ccccc1)CSC2
 : 4	3	0.7	-0.1
Cc1ccc2[nH]c(=O)c(CN(CCCO)Cc3nnnn3Cc3ccco3)cc2c1
 : 1	-13	-0.7	-0.1
COc1cc(=O)n2c(c1C(=O)N(C)C(C)c1ccco1)CCN(Cc1ccccc1)CC2 (stereo unspecified)
 : -2	-20	-1.2	-0.1
CCn1nc([N+](=O)[O-])c2c(-c3nc4ccccc4o3)c(N)n(CCCOC)c2c1=O
 : 13	5	0.0	-0.1
COC(=O)c1cc(Br)ccc1NC(=O)/C=C/c1ccccc1
 : -12	0	1.7	0.1
COc1ccc(NC(=O)CN2CCN(c3ccc(Cl)cc3)CC2)cc1
 : 6	3	1.6	0.1
COc1ccc(CCNc2ccncn2)cc1OC
 : -1	11	-0.9	0.0
O=C(Cn1nnc(-c2ccccc2F)n1)N1CCCCC1
 : -57	-2	0.3	-0.1
CCc1ccc(N(CC)C(=O)CN2C(=O)C3C4C=CC(C4)C3C2=O)cc1 (stereo unspecified)
 : 0	-3	0.3	-0.1
O=C(Cc1ccccc1)Nc1cccc(-c2ccc(N3CCOCC3)nn2)c1
 : -4	-4	-1.1	0.1
COc1ccc(NC(=O)c2cc(S(=O)(=O)NCc3ccccc3)ccc2F)cc1
 : 7	-5	2.0	-0.3
Cc1ccc(-n2cc(C(=O)N3CCCC(C)C3)c3ccccc3c2=O)cc1C (stereo unspecified)
 : 14	7	-1.6	0.1
O=C(CCn1c(SCC(=O)NCCC2=CCCCC2)nc2ccccc2c1=O)NCCc1ccccc1
 : 3	-3	0.0	-0.1
CCCCOC(=O)Nc1nnc(C(C)C)s1
 : -58	13	0.0	0.0
CN(C)C(=O)COc1cccc(Nc2ccc(-c3ccccc3Cl)cn2)c1
 : -39	-6	0.1	0.0
CN(C)CCNC(=O)c1cccc([N+](=O)[O-])c1
 : 2	22	-1.9	0.1
CNC(=O)c1c(NC(=O)c2cccc(Br)c2)sc2c1CCC2
 : -18	-15	2.1	0.0
CC(=O)NC1CCCc2c1[nH]c1ccc(C)cc21 (stereo unspecified)
 : 3	7	-1.4	0.1
O=C(NCc1nnc(SCC(=O)N2CCc3ccccc32)n1-c1cccc(C(F)(F)F)c1)c1cccs1
 : -5	5	-0.7	0.2
Cc1cccc(C(=O)Nc2ccc3nc(SCC(=O)Nc4c(C)n(C)n(-c5ccccc5)c4=O)sc3c2)c1
 : 2	-2	-0.1	0.0
CCOC(=O)c1ccc(NS(=O)(=O)c2ccc3[nH]c(=O)[nH]c3c2)cc1
 : -5	1	3.5	-0.3
O=C(N/N=C\c1ccccc1Cl)c1cncc(Br)c1
 : 3	-4	-0.4	0.0
O=C(CC1SC(=Nc2ccccc2)N(CC2CCCCC2)C1=O)Nc1ccccc1 (stereo unspecified)
 : -3	0	-1.3	-0.1
Cc1cc(C)n2c(C(F)(F)F)nnc2n1
 : 0	8	-0.1	0.4
CCOC(=O)c1nc(CS(=O)(=O)c2ccccc2)no1
 : 8	16	-0.1	0.2
CCOC(=O)/C(C#N)=C\c1ccc(Cl)cc1Cl
 : 1	-13	0.1	0.0
O=C(CC1C(=O)NCCN1CC(c1ccccc1)c1ccccc1)NCc1cccc(F)c1 (stereo unspecified)
 : -11	7	2.1	-0.1
CC1CCN(C(=O)CSc2nc3ccccc3n2CC(=O)NC2CC2)CC1
 : 6	16	-0.3	0.1
CCOc1ccc(C2NC(=O)c3c(sc4c3CCCC4)N2)cc1 (stereo unspecified)
 : -2	5	-0.7	0.6
COc1ccc(C(CNC(=O)c2ccc([N+](=O)[O-])s2)N2CCCCC2)cc1 (stereo unspecified)
 : 7	0	-1.3	-0.2
N#CCNC(=O)CCCOc1ccc(Cl)cc1Cl
 : -8	7	0.5	-0.1
CCN(CCCNC(=O)C1CCN(c2nc3ccc(OC)cc3s2)CC1)c1ccccc1
 : -8	-9	2.1	0.0
Cc1csc(NC(=O)CSc2nnc(Cc3ccccc3)n2C)n1
 : 0	-14	-1.7	-0.1
COc1ccc(/C=C2\SC(=S)N(C)C2=O)cc1
 : 0	-2	0.3	0.0
O=C(O)CCCCCNC(=O)/C=C/c1cccc(Cl)c1
 : -4	-8	-1.0	-0.1
CCC1CN(CCNC(=O)CCc2c(C)n[nH]c2C)Cc2cc(OC)ccc2O1 (stereo unspecified)
 : 7	27	-0.2	0.7
O=C(O)c1ccc(Cl)cc1N=Cc1nc(-c2ccccc2F)oc1O
 : -9	13	-0.8	0.0
O=C(c1cnc(N2CCN(c3ncccn3)CC2)c2ccccc12)N1CCN(c2ccc(F)cc2)CC1
 : 31	16	-0.3	0.2
Cc1ccc(-c2nc(CSCC(=O)N3CCN(c4ccccn4)CC3)c(C)o2)cc1
 : 40*	-10	0.6	-0.2
Cc1ccc(SCCC(=O)Nc2ccc3scnc3c2)cc1
 : -22	22	-0.7	0.8

# Further structures:
# Order of values – TEAD-YAP inh	MITF primary	GPR151 activ	FBW7 activator
COc1cccc(/C=C/C(=O)Nc2ccc3nc(N4CCCCC4)cc(C)c3c2)c1OC
 : -17	0	5.4*	0.0
Cc1ccc2c(c1)-c1cc(C)nn1C(c1ccc(O)cc1O)N2 (stereo unspecified)
 : -15	19	-0.4	0.3
CCC1CN(Cc2ccccn2)Cc2cc(OC)ccc2O1 (stereo unspecified)
 : 5	11	-0.7	0.0
C=CCNc1nc(Cl)nc(Nc2ccc(OC)cc2)n1
 : -14	3	0.9	0.1
CC(=O)N1CCOc2cc(S(=O)(=O)NC3CCCc4ccccc43)c(C)cc21 (stereo unspecified)
 : -1	-5	-0.6	-0.1
COc1ccc(OCC(=O)NNC(=S)NC(=O)C(C)(C)C)cc1
 : -7	6	0.5	-0.2
CC1CCN(CCNC(=O)CCS(=O)(=O)c2ccc(Br)cc2)CC1
 : -7	-13	0.2	0.2
O=C(COc1ccc2c(-c3ccccc3)cc(=O)oc2c1)OCc1ccccc1
 : 2	-3	-0.4	0.0
OCCC1CCCCN1c1ccnc2c(-c3cccc4ccccc34)cnn12 (stereo unspecified)
 : -29	-33	-1.2	0.0
CSc1c(C)c(C#N)c(=O)n(NC(=O)NC2CCCCC2)c1C
 : -15	5	0.3	0.6
COc1ccc2[nH]cc(CCNC(=O)c3ccc(Br)cc3)c2c1
 : -3	-3	9.4*	0.1
COc1ccc(-c2cn3c(C)c(C(=O)Nc4cccc(C(C)=O)c4)sc3n2)cc1
 : 3	-9	-0.4	0.6
O=C(O)C(c1ccccc1)N1CCCC1 (stereo unspecified)
 : -1	8	0.1	-0.3
O=C1CC(c2ccccc2Cl)CC(O)=C1C=Nc1ccc([N+](=O)[O-])cc1 (stereo unspecified)
 : 1	-2	-1.8	-0.1
O=S(=O)(/N=C(/Nc1ccccn1)c1ccccc1)c1ccc(F)cc1
 : -4	-1	-0.7	0.0
CC(C)(C)c1ccc(OCC(=O)NNC(=O)c2cccs2)c(Br)c1
 : -4	-1	-0.8	-0.1
CC(C)c1ccc(C2=CC(=O)C=CC2=O)cc1
 : -18	13	0.1	-0.1
Cn1c(O)c(C2=c3cc(F)ccc3=NC2=O)sc1=Nc1ccc(Cl)cc1
 : 3	19	1.6	0.6
Cc1cccc2sc(NC(=O)CNS(=O)(=O)c3cccs3)nc12
 : 2	17	1.3	0.1
COc1ccc(Cn2c(O)c(C=Nc3ccc(OC)cc3OC)c3ccccc3c2=O)cc1
 : 4	-8	7.0*	-0.1

# Fetched by structure from the list above (four):
# Order of values – TEAD-YAP inh	MITF primary	GPR151 activ	FBW7 activator
COc1ccc2[nH]cc(CCNC(=O)c3ccc(Br)cc3)c2c1
 : -3	-3	9.4*	0.1
O=C(O)C(c1ccccc1)N1CCCC1 (stereo unspecified)
 : -1	8	0.1	-0.3
COc1ccc(Cn2c(O)c(C=Nc3ccc(OC)cc3OC)c3ccccc3c2=O)cc1
 : 4	-8	7.0*	-0.1
COc1ccc(-c2cn3c(C)c(C(=O)Nc4cccc(C(C)=O)c4)sc3n2)cc1
 : 3	-9	-0.4	0.6

# Remaining list, next part.
# Order of values – TEAD-YAP inh	MITF primary	GPR151 activ	FBW7 activator
COc1ccc(OC)c2[nH]c(=O)c(CCNC(=O)/C=C\c3ccccc3)cc12
 : 3	18	0.7	0.1
CC(C)Oc1ccc(N2CC(C(=O)Nc3cccc(Cl)c3Cl)CC2=O)cc1 (stereo unspecified)
 : 4	15	-0.1	0.0
COc1ccc(/C=C2\C(=O)NC(=O)N(c3cccc(OC)c3)C2=O)cc1
 : 2	13	0.7	0.1
CCC(Sc1nc2cc3c(cc2c(=O)n1CCC1=CCCCC1)OCO3)C(=O)Nc1cccc(C)c1 (stereo unspecified)
 : -9	-2	1.0	-0.2
NC(=O)C1CCN(C(=O)c2ccc3c(=O)n(-c4ccccc4)c(SCc4cccc(F)c4)nc3c2)CC1
 : 21	2	0.7	-0.1
COCc1ccc(C(=O)NCc2nnc3n2CCN(CCC(C)c2ccccc2)CC3)o1 (stereo unspecified)
 : 0	-6	-1.0	0.1
COc1ccc(OC)c(C2=C/C(=C/c3cccnc3)C(=O)O2)c1
 : -5	13	-1.2	0.1
N#CCSc1nc2ccccc2c(=O)n1CCCC(=O)N1CCCC1
 : -2	-10	-0.4	-0.1
O=C(N/N=C/c1cc2c(cc1Br)OCO2)c1cccc(Cl)c1
 : -19	7	-1.3	0.2
N#Cc1oc2ccccc2c1NC(=O)COC(=O)Cc1cccc(C(F)(F)F)c1
 : 2	1	-0.9	0.1
Cc1ccc(C)c(CS(=O)(=O)CC2Nc3ccc(C(=O)N4CCN(c5ccc(F)cc5)CC4)cc3NC2=O)c1 (stereo unspecified)
 : 5	-1	1.2	-0.1
CC(C)CCNC(=O)c1c[nH]c2ccc(S(=O)(=O)N3CCC4(CC3)OCCO4)cc2c1=O
 : 1	6	0.1	0.1
NC(=O)c1ccc(Oc2ccc(Cl)c3ccccc23)c([N+](=O)[O-])c1
 : 2	5	1.9	0.3
